GLP-1R agonist: agonists of human GLP-1 receptor | P43220 | Potency, µM (top dose mostly 45.6 µM), for inactives: at the highest dose activation, most hits filed as activators | 380,000 tested, 0.007% active | HEK293 GLP-1R CRE-luciferase, luminescence, 4-6 h; cells express a hypersensitive GLP-1R form | AID 624172; note: potency is the fitted concentration of half-maximal effect; % of control where 0% means no effect
Target sequence (P43220 whole entry, looked up): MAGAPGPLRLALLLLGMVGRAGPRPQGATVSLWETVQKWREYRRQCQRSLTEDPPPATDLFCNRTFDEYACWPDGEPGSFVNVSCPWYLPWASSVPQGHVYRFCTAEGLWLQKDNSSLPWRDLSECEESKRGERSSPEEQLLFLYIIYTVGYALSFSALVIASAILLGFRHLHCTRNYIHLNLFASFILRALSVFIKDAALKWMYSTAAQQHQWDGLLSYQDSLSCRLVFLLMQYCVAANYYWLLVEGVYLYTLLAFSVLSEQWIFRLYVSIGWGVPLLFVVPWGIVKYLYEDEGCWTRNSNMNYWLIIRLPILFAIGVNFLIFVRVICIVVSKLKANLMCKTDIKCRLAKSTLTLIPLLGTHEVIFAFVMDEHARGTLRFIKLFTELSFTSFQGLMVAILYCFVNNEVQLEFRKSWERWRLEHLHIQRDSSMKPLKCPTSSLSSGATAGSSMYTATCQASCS
TDP43 rescue: rescues yeast growth from TDP-43 toxicity; Potency, µM (top dose mostly 46.1 µM), inactives show at the highest dose growth rescue (activation), most hits filed as activators; TDP-43 expressing yeast growth rescue, BacTiter-Glo, 24 h; 410,000 tested, 1.8% active; note: potency is the fitted concentration of half-maximal effect; % of control where 0% means no effect; nearly all actives have a fitted effect of over 50% in size
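Readout is BacTiter-Glo luminescence of cell growth, so inhibitors register as activators. TDP-43-expressing yeast at OD600=0.02 in galactose medium, after raffinose pregrowth to mid-log, were incubated with compound for 24 hr at 30 deg C.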
KB-V1 MDR tox: KB-V1 MDR subline cytotoxicity; KB-V1 MDR cells viability, CellTiter-Glo, 72 h; Potency, µM (top dose mostly 46.1 µM), without a hit: at the highest dose activity change, negative = cytotoxicity, actives largely listed as cytotoxic; 400,000 tested, 3.4% active; note: potency is the fitted concentration of half-maximal effect; % is set by controls: 0 for no effect and ±100 for the full control effect; nearly all actives have a fitted effect of over 60% in size
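KB-V1, DMEM (no phenol red) + 10% FBS; cpd pin-transferred, titration series; 72 h, 37 degrees C; CellTiter-Glo, luminescence. Data normalized, curve-fit.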
DRD3 antagonist: D3 dopamine receptor (human) antagonism. D3R cells, DiscoveRx beta-arrestin luminescence, antagonist mode; stronger effect = lower value. max response, negative = inhibition, %. 360,000 tested, 2.5% active. AID 652054; in the data active = max response below about -50%; inconclusive = no clear call, values can overlap the other calls; note: % is set by controls: 0 for no effect and ±100 for the full control effect; mostly tested at two doses, the higher about 12 µM
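Cells plated overnight at 1500 cells/well, then exposed to library compounds with dopamine controls for 90 minutes at 37 degrees C. DiscoveRx reagent added for 30–60 minutes at room temperature; luminescence read, quantitative HTS format.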
GLP1R cytotox: cytotoxicity counter-screen for GLP-1 receptor inverse agonists; HEK293 cAMP-luciferase reporter cells, luminescence, 24 h; Potency, µM (titrated, usually from 38.3 µM), for inactives: at the top dose activity change, negative = inhibition, most hits filed as inhibitors; 410,000 tested, 0.13% active; AID 624418;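 note: loss of luciferase light is scored as toxicity; potency is the fitted concentration of half-maximal effect; % is set by controls: 0 for no effect and ±100 for the full control effect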
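Here, cytotoxicity is scored as loss of luminescence. The MLSMR collection was tested on cells seeded in medium containing 10% Nu serum, with a 24 hr compound exposure preceded by 12 hours of culture.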
aSyn yeast inh: alpha-synuclein toxicity inhibition in yeast | Yeast expressing alpha-synuclein, growth rescue, BacTiter-Glo, 24 h | Potency, µM (top dose mostly 46.1 µM), for inactives: top-dose growth rescue (activation), usual class: activators | 370,000 tested, 0.14% active | AID 652106; note: potency is the fitted concentration of half-maximal effect; % of control where 0% means no effect; nearly all actives have a fitted effect of over 65% in size
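Readout is rescue of growth in alpha-synuclein-expressing yeast, so inhibitors of toxicity appear as activators. Growth after 24 hr at 30 deg C in galactose medium is quantified by luminescence.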
PTHR1 agonist: activates the human parathyroid hormone receptor PTHR1; Q03431; HEK293 GP2 PTHR1 cells, GloSensor cAMP luminescence, 1 h; Potency, µM (highest dose often 115 µM), without a hit: at the highest dose activation, most hits filed as activators; 410,000 tested, 0.075% active; note: potency is the fitted concentration of half-maximal effect; nearly all actives have a fitted effect of over 55% in size; some results filed as inactive show a strong effect at the top dose; inactives centre near -15; many of its hits are not listed in these tables
Target sequence (Q03431 whole entry, looked up): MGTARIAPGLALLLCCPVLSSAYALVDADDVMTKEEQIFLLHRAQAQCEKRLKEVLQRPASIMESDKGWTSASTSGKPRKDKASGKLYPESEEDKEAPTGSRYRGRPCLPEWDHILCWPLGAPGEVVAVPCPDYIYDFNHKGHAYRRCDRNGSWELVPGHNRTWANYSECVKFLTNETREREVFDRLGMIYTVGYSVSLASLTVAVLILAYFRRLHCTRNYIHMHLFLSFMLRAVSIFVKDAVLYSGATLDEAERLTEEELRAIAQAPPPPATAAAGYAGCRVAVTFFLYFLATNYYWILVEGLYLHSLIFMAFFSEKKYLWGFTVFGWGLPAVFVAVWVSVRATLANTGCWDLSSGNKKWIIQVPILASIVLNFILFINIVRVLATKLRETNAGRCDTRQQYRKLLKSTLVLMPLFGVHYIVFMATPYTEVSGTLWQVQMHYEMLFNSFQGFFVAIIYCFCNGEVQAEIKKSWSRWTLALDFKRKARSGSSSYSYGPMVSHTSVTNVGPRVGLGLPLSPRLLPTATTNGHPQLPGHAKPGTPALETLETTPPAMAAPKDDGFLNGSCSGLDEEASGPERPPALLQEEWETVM
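HEK-293-derived GP2 cells expressing PTHR1 and a GloSensor cAMP reporter, 3,000/well, plated overnight, given luciferin plus IBMX (each 0.5 mM as added) for 1 h at 37 °C, then compound for 1 h at 37 °C. Luminescence was read after 15 min at room temperature.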
D3 ag: activates the human D3 dopamine receptor; D3R DiscoveRx beta-arrestin cells, luminescence, 90 min; 410,000 tested, 0.58% active; max activation, %; P35462; AID 652048; in the data active = max activation above about 30%; note: 0% is about no effect; mostly tested at two doses, the higher about 12 µM
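Agonist-mode cell screen: cells plated at 1500/well and incubated overnight at 37 °C, then exposed to library compounds for 90 min at 37 °C. Detection reagent was added for 30–60 min at room temperature, and luminescence was read.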
GLP-1R inv ag: inverse agonists of human GLP-1 receptor; HEK293 GLP-1R CRE-luciferase, luminescence, 24 h; GLP-1R form is constitutively active; Potency, µM (series often up to 38.3 µM), for inactives: at the top dose activity change, negative = inhibition, most hits filed as inhibitors; P43220; 410,000 tested, 1.6% active; note: potency is the fitted concentration of half-maximal effect; % is set by controls: 0 for no effect and ±100 for the full control effect; nearly all actives have a fitted effect of over 55% in size
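Luminescence readout: a drop in cAMP-driven luciferase signal flags inverse agonism at a constitutively active GLP-1R stably expressed in HEK293. Compound exposure lasted 24 hr at 37 deg C, 5% CO2.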
The depositor's hits bear a star; i = inactive; ? = inconclusive; / = no result given; [ ] = dose if it differs, or a comment. Unless noted, calls come from the whole dose curve; as a rule, active = well fitted curve in the direction sought with a large enough effect; inconclusive = small, poorly fitted or top-dose-only effect, or another doubt; inactive = no such curve, though single readings can be large; an effect the other way counts as inactive or inconclusive.

SMILES	GLP-1R agonist	TDP43 rescue	KB-V1 MDR tox	DRD3 antagonist	GLP1R cytotox	aSyn yeast inh	PTHR1 agonist	D3 ag	GLP-1R inv ag
Cc1ccc2nc(NC(=S)NC(=O)c3ccc(OC(C)C)cc3)sc2c1	0.0%	3.8%	-1.2%	5.1	-15.5%	27.2%	i	5.8	8.5%
CCc1ccc(CNC(=O)CCCN2C(=O)CCn3nc(-c4cccn4C)cc32)cc1	/	0.0%	0.2%	/	-3.9%	/	-48.4%[inhibitor]	2.0	-15.5%
O=C(N/N=C/c1ccc(O)c(O)c1)c1cccc(S(=O)(=O)N2CCCC2)c1	5.9%	-5.4%	24.3%	-0.3	-20.8%	-8.3%	i	-5.4	4.9%
O=c1cc(O)c2sc(Nc3ccc(F)cc3)nc2[nH]1	-0.2%	-12.2%	-1.2%	2.0	-28.4%	-8.3%	16.0%	-1.3	-46.9%
COC(CNC(=O)c1ccc2c(c1)nc(C)n2-c1cc(C)cc(C)c1)OC	2.5%	/	8.4%	8.5	-30.5%	/	-3.7%	0.4	8.7%
CCC1CCC2(CC1)NC(=O)N(CC(=O)Nc1ccc(OC)c(Cl)c1)C2=O (stereo not drawn)	11.0%	11.5%	-21.8%	-1.7	-8.6%	-5.8%	i	-0.9	?
COc1cccc(CNC(=O)c2c(C)nn(-c3ccc(F)cc3)c2-n2cccc2)c1	24.8%	?	9.2µM*	/	-4.2%	1.3%	-21.7%	3.4	-26.0%
CCOC(=O)C(NC(C)=O)(Nc1ccc(S(=O)(=O)Nc2onc(C)c2C)cc1)C(F)(F)F (stereo not drawn)	-5.3%	-0.9%	20.8%	2.6	-19.1%	1.5%	i	-1.5	5.3%
CN(c1ccccc1)S(=O)(=O)c1cccc(NC(=O)c2ccc(Cl)c([N+](=O)[O-])c2)c1	-50.5%[inhibitor]	-0.8%	16.4µM*	0.0	-29.0%	10.5%	-94.2%[inhibitor]	-7.5	?
CC(C)(C)n1ncc2c(=O)n(CC(=O)c3ccc(Cl)cc3)cnc21	-15.0%	13.1%	-29.7%	-1.2	-21.0%	-10.0%	-16.2%[57.5 µM]	9.2	?
CCc1c(SCCC(=O)O)nc2ccccc2c1C	-1.2%	?	-0.3%	-9.3	-6.6%	?	i	1.1	-1.2%
COCCN1CCN(C(=O)c2cc(COc3ccc(F)cc3Cl)on2)CC1	-2.4%	-8.7%	?	-9.6	6.8%	0.6%	-2.1%	2.7	-1.1%
Cc1ccsc1C(=O)OCC(=O)Nc1c(Cl)cccc1C(F)(F)F	-21.3%	?	-21.0%	0.0	4.1%	0.0%	i	-4.1	-25.5%
O=C(Cn1nnc(-c2cccs2)n1)NCCc1ccccc1	-0.7%	0.0%	0.1%	2.8	-4.4%	1.9%	i	-10.7	-7.5%
O=C(C1CC1)N(Cc1ccco1)c1nc(-c2ccccc2)cs1	-0.6%	?	8.6%	-15.7	-6.3%	-0.4%	-13.6%	-4.1	?
CCOc1ccccc1Nc1nc2ccccc2c2nncn12	/	0.0%	13.1%	/	-5.6%	/	?	4.2	17.4%
COc1ccccc1N1CCN(c2ccc([N+](=O)[O-])cn2)CC1	13.4%	-23.0%[1.82 µM]	?	3.8	-23.1%	1.7%	-39.0%[inhibitor]	-17.8	17.9%
O=C(CCN1CCN(C(=O)c2ccccc2)CC1)c1ccc(Br)cc1	12.2%	-13.6%	?	-20.5	0.2%	0.1%	-18.4%	-25.3	-1.8%
Cc1ccc(/C=C/C2=NN(Cc3ccccc3Cl)C(=O)CC2)cc1	-1.0%	8.5%	?	-5.6	0.5%	16.6%	-8.8%[57.5 µM]	2.0	?
Cc1noc(C)c1-c1ccc(C(=O)NCC2CC2)c2occc12	22.8%	?	?	26.5	0.0%	-0.2%	-3.9%	7.6	-9.3%
Cc1nn(CCCC(=O)Nc2cccc(C(F)(F)F)c2)c(=O)c2nn(-c3ccccc3)c(C)c12	/	4.1%	/	/	10.6%	/	-0.8%	-17.5	4.5%
Cc1cc(C)cc(N(CC(=O)NCc2ccco2)C(=O)CCC(=O)Nc2nccs2)c1	6.0%	-17.7%	-13.2%	-10.2	-4.2%	-5.7%	-12.2%	2.7	-7.8%
COc1ccc(CCNC(=O)Cc2cccs2)cc1OC	2.8%	5.2%	-1.4%	1.5	-0.2%	2.3%	i	-0.7	-3.3%
Cc1ccsc1C(=O)OCC(=O)Nc1ccc(Cl)cc1C(F)(F)F	8.0%	?	11.5%	4.5	-7.3%	-1.5%	-15.9%	3.5	1.9%
N#Cc1ccccc1Cn1c(=O)n(CCCCC(=O)NCc2ccc3c(c2)OCO3)c(=O)c2ccccc21	0.1%	12.6%	-12.5%	/	-11.1%	/	-36.2%[inhibitor]	4.1	4.7%
CC12CCC(=O)N1C(C(=O)Nc1cccc3ccccc13)CS2 (stereo not drawn)	-17.5%	-5.3%	-12.9%	0.0	23.8%	-3.4%	i	-4.4	-0.8%
CCC1CCCCN1S(=O)(=O)c1cc(C(=O)Nc2ccc(C)c(F)c2)ccc1F (stereo not drawn)	/	10.1%	/	/	-7.8%	/	-33.7%[inhibitor]	-3.0	10µM*
Cc1ccccc1-c1cc2c(c3c1ccn3C)C1CCC2C1 (stereo not drawn)	1.0%	?	1.3%	4.1	2.9%	-17.7%	i	-1.3	?
CCOC(=O)[C@@H]1[C@H]2COc3ccc(Br)cc3[C@H]2N2C(=O)N(c3ccc(Cl)cc3)C(=O)[C@@]12C	-6.2%	6.6%	0.0%	14.4	4.0%	-0.2%	-31.9%[inhibitor]	3.0	?
CC1(C)Cc2c(c(N3CCOCC3)nc3sc4c(NCCN5CCOCC5)nnnc4c23)CS1	26.0%	1.5%	21.4%	30.8	-1.2%	-4.9%	i	18.7	17.9%
C=CCOC(=O)C1=C[C@@H](c2ccccc2)[C@H](CCCO)[C@@H](OCC)O1	1.5%	-17.8%	-9.5%	-22.9	-6.2%	13.4%	?	-6.1	?
O=C(Nc1cccc(Br)c1)c1ccc2c(c1)SC1=NS(=O)(=O)CCN12	8.1%	14.2%	0.0%	-0.7	1.1%	-17.1%	-30.0%	-4.0	13.4%
O=C(NCc1ccccc1)C1C(=O)Nc2ccccc2C(=O)N1C1CCCC1 (stereo not drawn)	/	14.6%	-0.4%	23.6	1.5%	1.9%	-23.9%	6.0	8.4%
CC1=C(C#N)C(c2cccnc2)C2=C(CCCC2=O)N1 (stereo not drawn)	-14.8%	8.7%	0.0%	2.9	84.7%[activator]	-8.4%	i	-2.7	9.3%
Cn1nc(C(=O)N2CCN(c3ccc(Cl)cc3)CC2)c2c1-c1ccccc1SC2	/	15.9%	/	/	-3.2%	/	i	0.7	?
N#Cc1ccc(-c2ccccc2)nc1SCC(=O)c1cc2ccccc2oc1=O	-4.7%	5.3%	-14.8%	49.0	85.3%[activator]	7.2%	i	-1.0	?
Cc1ccc(S(=O)(=O)c2ccc(Oc3ccccc3)cc2)cc1	4.0%	26.3%	0.0%	-24.3	11.4%	-7.6%	i	12.3	?
CC(=O)c1ccc(Oc2ccc(C(C)=O)cc2)cc1	7.6%	22.4µM*	-6.0%	-23.0	-17.2%	-0.4%	-6.4%	3.5	4.0%
Cc1cccc([C@@H]2[C@@H]3C(=O)N(C)C(=O)[C@@H]3[C@@H]3C(=O)Nc4ccccc4C(=O)N23)c1	-0.3%	-11.7%	-21.2%	?	-1.9%	-5.2%	0.2%	-1.9	3.7%
OC[C@@H]1CN(Cc2ccc(-c3ccccc3)cc2)C[C@H](n2cnc3c(NC4CCC4)ncnc32)O1	-3.9%	10.4%	?	25.2	-17.5%	12.3%	-34.8%[inhibitor]	3.1	?

Record cards (already shown). Screens in order: GLP-1R agonist | TDP43 rescue | KB-V1 MDR tox | DRD3 antagonist | GLP1R cytotox | aSyn yeast inh | PTHR1 agonist | D3 ag | GLP-1R inv ag
Shown for CCc1ccc(CNC(=O)CCCN2C(=O)CCn3nc(-c4cccn4C)cc32)cc1 → / | 0.0% | 0.2% | / | -3.9% | / | -48.4%[inhibitor] | 2.0 | -15.5%
Shown for O=c1cc(O)c2sc(Nc3ccc(F)cc3)nc2[nH]1 → -0.2% | -12.2% | -1.2% | 2.0 | -28.4% | -8.3% | 16.0% | -1.3 | -46.9%

Next results follow:
SMILES	GLP-1R agonist	TDP43 rescue	KB-V1 MDR tox	DRD3 antagonist	GLP1R cytotox	aSyn yeast inh	PTHR1 agonist	D3 ag	GLP-1R inv ag
COc1cc(/C=N\NC(=O)CNC(=O)c2cccc([N+](=O)[O-])c2)ccc1O	0.5%	5.2%	?	2.2	-8.2%	-1.4%	-30.1%[inhibitor][57.5 µM]	-0.4	0.4%
COc1ccc(-c2cc(=O)c3c(O)c(OC)c(OC)c(OC)c3o2)cc1	12.9%	21.8%	?	18.4	-12.7%	5.7%	-7.8%	12.3	9.0%
COc1cc(-c2nnc(SCC(=O)N(Cc3ccccc3)C(C)(C)C)o2)cc(OC)c1OC	5.0%	0.0%	?	19.4	26.1%	19.1%	-4.0%[57.5 µM]	13.8	?
CCN(CC)S(=O)(=O)c1cccc(S(=O)(=O)c2cccc(S(=O)(=O)N(CC)CC)c2)c1	4.2%	-3.8%	-13.4%	12.3	-17.0%	-4.3%	i	36.2*	?
COCCOC(=O)C1=C(C)NC(=O)CC1c1cc2c(cc1Br)OCO2 (stereo not drawn)	-0.9%	-19.4%	-32.7%	-6.0	-4.7%	-0.8%	?	-6.4	-1.5%
CC(C)Oc1ccc(CCC(=O)N/N=C/c2ccncc2)cc1	8.2%	-2.3%	-21.6%	-14.4	7.6%	-3.3%	-2.0%	11.2	-15.6%
O=C(COC(=O)Cc1ccc(S(=O)(=O)N2CCOCC2)s1)Nc1ccc(OC(F)F)cc1	3.7%	-18.3%	23.1%	0.6	20.3%	4.3%	2.7%	0.4	5.1%

Source: PubChem BioAssay (National Center for Advancing Translational Sciences (NCATS))

Not all compounds are listed, so the mix of outcomes need not match the whole.
